Screening data deposited in PubChem by National Center for Advancing Translational Sciences (NCATS).
Epigenetic reg – regulators of epigenetic silencing causing reporter derepression in mouse cells; AID 1865; murine LDR cells, GFP reporter derepression, 30 h; 0.2% of 280,000 active; Potency, µM (highest dose often 53.9 µM), without a hit: at the top dose GFP activation, usual class: activators; active = well fitted activation curve with a large enough effect; inconclusive = small, poorly fitted or top-dose-only effect; also: % of control where 0% means no effect; nearly all actives have a fitted effect of over 60% in size
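Reporter derepression read as number of fluorescent GFP-positive objects, 20-120 um in size, counted by laser-scanning cytometer. Mouse LDR line with an epigenetically silenced CMV-GFP locus; compound incubation 30 h, 37 C.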
Active calls of the source: *; ? = inconclusive. Potency is read from the fitted curve at half-maximal effect. Not all compounds are listed; count on the stated rates, not on these rows.

Epigenetic reg | smiles
-0.2% | CCC(=O)N1CCc2cc(CNS(=O)(=O)c3ccc(NC(=O)CC(C)C)cc3)ccc21
-0.5% | COc1cccc(N2C(=O)N(Cc3ccc(C#N)cc3)c3ccccc3S2(=O)=O)c1
-1.6% | Cc1cccc(NCc2nnc3n2CCCCC3)c1C
-2.1% | CCOC(=O)c1c(S(=O)(=O)NCC(=O)N2CCN(c3cc(C)ccc3C)CC2)c(C)n(C)c1C
-3.2% | Cc1ccc(N(Cc2cccs2)C(=O)c2ccccc2Cl)cc1
5.7% | Cc1ccc(Cc2nc3ccccc3nc2SCC(=O)N2CCC(C)CC2)cc1
10.3% | CC(C)C(=O)OCc1cc(=O)n2nc(C3CC3)sc2n1
-0.8% | COc1ccccc1CNS(=O)(=O)c1cc(-c2cc(C)no2)ccc1C
6.2% | CSc1ncc(C(=O)Nc2ccc(F)cc2F)c(-c2ccccc2)n1
-3.2% | COc1ccc(Cl)cc1NC(=O)c1sc(-n2nc(C)c(Cc3ccccc3)c2C)nc1C
2.6% | COCCCNc1nc(NCc2ccccc2OC)c2cnn(C)c2n1
1.4% | O=C(CNC(=O)c1ccccc1F)OCc1cc(=O)n2nc(C3CC3)sc2n1
-2.8% | CCOC(=O)c1[nH]c(C)c(CCC(=O)N2CCN(c3ccc(OC)cc3)CC2)c1C
0.0% | Cc1nn(C)c2c1c(-c1ccccc1)cc(=O)n2CC(=O)Nc1ccccc1C(F)(F)F
-1.1% | CCC1CN(S(=O)(=O)c2ccc3c(c2)NC(=O)CC(=O)N3)c2cc(Cl)ccc2O1 (stereo not drawn)
0.0% | CCC1CN(C(=O)N2CCC(C(=O)NCCOC)CC2)c2ccccc2O1 (stereo not drawn)
-1.1% | COC(=O)c1ccc(NC(=O)CCn2cnnn2)cc1
2.7% | Cc1ccccc1NC(=O)CSc1nc(=O)n(CCN2CCOCC2)c2c1CCC2
0.0% | CCCCNC(=O)CSc1nc2cc3c(cc2c(=O)n1CCCC(=O)NCc1ccc(OC)cc1)OCO3
-1.4% | Cc1ccc(-n2ccnc(NCc3cccs3)c2=O)cc1C
-0.1% | CCN(CC)CCNC(=O)CCn1c(=O)c2cccn2c2cccnc21
-8.3% | O=C(CSCc1cnn(-c2ccccc2)c1-n1cccc1)NCc1ccccc1Br
0.0% | Cc1nn(-c2ccc(N3CCCCC3)nn2)c(C)c1CCC(=O)NCc1ccc(OC(C)C)cc1
1.4% | CC(=O)c1ccc(NC(=O)CSc2nc(C3CCCC3)nc3c2c(=O)n(C)c(=O)n3C)cc1

Three compounds out of the list above, arranged by the number in Epigenetic reg, highest first.
smiles | Epigenetic reg
CC(=O)c1ccc(NC(=O)CSc2nc(C3CCCC3)nc3c2c(=O)n(C)c(=O)n3C)cc1 | 1.4%
COC(=O)c1ccc(NC(=O)CCn2cnnn2)cc1 | -1.1%
O=C(CSCc1cnn(-c2ccccc2)c1-n1cccc1)NCc1ccccc1Br | -8.3%

Going on with the list:
Epigenetic reg | smiles
1.0% | O=C(CN1CCCN(Cc2cccc(F)c2)S1(=O)=O)Nc1ccc2c(c1)OCCO2
5.9% | COc1ccc(CCNC(=O)CSc2nnc(-c3ccc(C)cc3)c(-c3ccc(C)cc3)n2)cc1OC
1.6% | CCn1c(CN2CCCCC2)nc2cc(NC(=O)c3ccc([N+](=O)[O-])cc3)ccc21
0.0% | CCOc1ccc(CNC(=O)CCn2cccn2)cc1OC
-0.8% | CCOc1ccc(C2C(=O)N(C3CCCCCC3)CC(=O)N2CCc2ccccc2)cc1OC (stereo not drawn)
0.0% | CCCc1nn2c(=O)cc(COC(=O)c3ccco3)nc2s1
6.3% | CC1CCN(S(=O)(=O)c2ccc3nc(NCc4ccccc4)ccc3c2)CC1
0.0% | Cn1cc(S(=O)(=O)c2ccccc2)c(=O)c2cc(F)c(N3CCCCCC3)cc21
-1.6% | O=C(Cn1c(=O)n2nc(-c3cccc(F)c3)nc2c2ccccc21)N1CCN(c2ccccc2F)CC1
1.2% | O=C(Cn1c(SCCOc2ccccc2Cl)nc2ccccc21)N1CCCCC1
6.7% | CCOc1cc(CNC(=O)c2ccc(NC(=O)c3nsc4ccccc34)cc2)ccc1OC
-1.2% | CN(C(=O)C1CCCN(c2ncnc3c2nc2n3CCCCC2)C1)c1ccccc1F (stereo not drawn)
1.0% | CCS(=O)(=O)c1ccc(C(=O)N2CCN(c3nc4c(OC)ccc(C)c4s3)CC2)cc1
? | COc1ccccc1CNC(=O)CN1C(=O)CCc2cc(S(=O)(=O)N3CCOCC3)ccc21
0.0% | Cc1ccc(C)c(NC(=O)CSc2nc(-c3ccccc3Cl)nc3c2Cc2c(CO)cnc(C)c2O3)c1
-2.7% | COc1ccc(-c2noc(-c3ccccc3OCC(=O)Nc3ccc(C(C)=O)cc3)n2)cc1
2.7% | O=C(NCc1ccccc1)C(=O)Nc1c2c(nn1-c1ccc(F)cc1)CSC2
-0.4% | CCOc1ccc(C2C(C(=O)Nc3ccc(C)cc3C)=C(C)Nc3c(C(=O)Nc4ccc(C)cc4)cnn32)cc1OC (stereo not drawn)
4.6% | CC(=O)OCc1cnc(C)c2oc(=O)c(C(=O)Nc3ccc(F)cc3C)cc12
0.6% | COc1ccc(Br)cc1CNC(=O)CN1C(=O)CSc2ccc(S(=O)(=O)N3CCOCC3)cc21
1.8% | COc1cccc2sc(N3CCN(C(=O)CCS(=O)(=O)c4ccc(F)cc4)CC3)nc12
-0.4% | COc1ccc(Nc2ncnc3onc(C)c23)cc1Cl
1.3% | CCOC(=O)c1c(C)oc2nc(C)nc(N(CC(C)C)CC(C)C)c12
0.0% | Cc1nn(C)c2c1c(C(F)(F)F)cc(=O)n2CC(=O)N1CCCCC1
0.0% | COc1ccc(Cn2ccn(CC(=O)Nc3cc(C)ccc3C)c(=O)c2=O)cc1
-2.2% | COc1ccc(C(=O)NCC(c2ccc(Cl)cc2)N2CCCCC2)cc1 (stereo not drawn)
-1.3% | COc1ccc(CNc2nc(SCc3ccc(Cl)cc3)nc3ccccc23)cc1
1.4% | Cc1cc(C)cc(-n2ccn(Cc3ccccc3C)c(=O)c2=O)c1
-0.2% | CCOC(=O)c1cc(-c2ccccc2)n(-c2cccc(C(=O)Nc3cccc(C(C)=O)c3)c2)c1C
0.1% | CCN(C(=O)C1CCCN(c2ncnc3c2nc2n3CCCCC2)C1)c1cccc(Cl)c1 (stereo not drawn)
0.0% | COc1ccc(-c2noc(COc3ccc(C)cc3C)n2)cc1OC
0.0% | Cc1cccc(C)c1NC(=O)CSc1nc2ccccc2c2nc(CCc3c(C)n[nH]c3C)nn12

Among those listed so far, these have a furan ring, fused or not:
Epigenetic reg | smiles
0.0% | CCCc1nn2c(=O)cc(COC(=O)c3ccco3)nc2s1
1.3% | CCOC(=O)c1c(C)oc2nc(C)nc(N(CC(C)C)CC(C)C)c12

Other structures.
Epigenetic reg | smiles
7.4% | CCCCNC(=O)c1cnc2c(-c3ccc(OCC)c(OCC)c3)c(C)nn2c1-c1ccccc1
-3.2% | Cc1ccc(OCC(=O)NCC2(N3CCN(C)CC3)CCCCC2)cc1C
1.0% | Cc1ccc(NCc2nnc3n2CCCCC3)cc1Cl
0.8% | COc1cccc(NC(=O)C(=O)NCC(c2ccc3c(c2)OCO3)N2CCN(C)CC2)c1 (stereo not drawn)
-1.2% | COc1ccccc1CNS(=O)(=O)c1ccc2c(c1)CC(C)N2C(=O)C1CCC1 (stereo not drawn)
-4.6% | Cc1ccccc1-c1noc(-c2ccc(NCC3CCCO3)c([N+](=O)[O-])c2)n1 (stereo not drawn)
5.3% | CCc1ccc(NC(=O)c2ccc3c(c2)nnn3CC)cc1
1.2% | Cc1cccc(NS(=O)(=O)c2ccc3oc(=O)c4ncn(C)c4c3c2)c1C
-0.4% | Cc1ccc(NS(=O)(=O)c2cc(-c3cnc(C4CC4)o3)ccc2C)cc1Cl
1.2% | COCCn1c(C)cc(O)c(C(c2ccccc2)N2CCN(C)CC2)c1=O (stereo not drawn)
-1.6% | Cc1ccc(-c2ccc(=O)n(CC(=O)Nc3ccc(F)c(Cl)c3)n2)cc1C
-1.7% | CCn1c2c(c(=O)n3ncc(C(=O)Nc4cc(Cl)ccc4C)c13)CN(Cc1ccc(OC)cc1)CC2
2.4% | COC(=O)c1c(C)sc(-c2c(-c3cccc(Cl)c3)[nH]c3c2c(=O)[nH]c(=O)n3C)c1O
-2.1% | Cc1ccc(Cc2nc3ccccc3nc2SCC(=O)Nc2cccc(C(F)(F)F)c2)cc1
0.0% | COc1ccc(N2CCN(C(=O)CCS(=O)(=O)c3cc4c(cc3Cl)NC(=O)CO4)CC2)cc1
-0.7% | Oc1c(C(c2ccc(Cl)cc2)N2CCC3(CC2)OCCO3)sc2nc(-c3ccco3)nn12 (stereo not drawn)
-1.1% | Cc1ccc(NC(=O)c2ccc(C)c(S(=O)(=O)N3CCCCCC3)c2)cc1
0.0% | Cc1ccc(Cn2ccnc2SCC(=O)NCc2ccc(F)cc2)cc1
-4.9% | CC(=O)Nc1c(C)nn(-c2ccccc2)c1N1CCC(C(=O)Nc2ccc(F)cc2Cl)CC1
-1.7% | CCCCNC(=O)CCCN1C(=O)CCn2nc(-c3cccn3C)cc21
-0.1% | Cc1cccc(CNC(=O)c2cccc(NC(=O)N3CCSc4ncccc43)c2)c1
-1.2% | CN(C)CCN(C(=O)c1ccco1)c1nc2c(F)cc(F)cc2s1
4.0% | CCOc1ccc(C(=O)NCCc2sc3nc(-c4ccc(Cl)cc4)nn3c2C)cc1OCC
0.0% | CC1CN(C(=O)N2CCC(C(=O)NC3CCCCCC3)CC2)c2ccccc2O1 (stereo not drawn)
0.3% | COc1cc(NC(=O)NCCc2c(C)nn(C)c2C)cc(OC)c1OC
1.4% | COc1ccc(NS(=O)(=O)c2ccc(NC(=O)N3CCCC3)cc2)cc1
0.8% | O=C(NCCc1ccc(Cl)cc1)c1c2c(nc3ccccc13)C(=O)N(C1CCCCC1)C2
0.0% | Cc1cccc(N2CCN(C(=O)CS(=O)(=O)c3cccc4nsnc34)CC2)c1C
0.8% | Cc1ccc(NC(=O)CSc2nc3ccc(NC(=O)c4cccc(Cl)c4)cc3s2)c(C)c1
-1.1% | COc1ccc(C(=O)CCC(=O)Nc2ccccc2C)cc1
10.7% | CCOC(=O)N1CCN(C(=O)c2c(C)nn(-c3cccc(C)c3)c2-n2cccc2)CC1
1.1% | Cc1ccc2[nH]c3c(=O)n(CC(=O)N4CCCCC4)ncc3c2c1

Pulled by compound from the list above:
Epigenetic reg | smiles
0.0% | Cc1cccc(N2CCN(C(=O)CS(=O)(=O)c3cccc4nsnc34)CC2)c1C
-1.1% | COc1ccc(C(=O)CCC(=O)Nc2ccccc2C)cc1
1.1% | Cc1ccc2[nH]c3c(=O)n(CC(=O)N4CCCCC4)ncc3c2c1

Remaining list, next part:
Epigenetic reg | smiles
9.6% | COc1ccc(-c2noc(CC(=O)Nc3ccc(F)cc3F)n2)cc1
7.6% | Cc1noc(/C=C/c2ccccc2F)c1S(=O)(=O)N1CCC(C(=O)Nc2ccc(C#N)cc2)CC1
1.1% | O=C(CSc1nc(=O)[nH]c2c1CCCC2)Nc1ccccc1C(F)(F)F
-3.4% | CCN(CC)CCNC(=O)c1[nH]c2ccccc2c1Sc1ccc(Cl)cc1
1.5% | Cc1oc(-c2ccc(C(=O)NCc3ccccc3)cc2)nc1CS(=O)(=O)c1ccccc1
1.1% | Cc1cccc(NC(=O)CSc2nc3n[nH]c(C)c3c(=N)n2-c2cccc(Cl)c2)c1
-0.2% | Cc1ccc(CN2CCN(C3CCN(C(=O)Nc4ccc(C)cc4Cl)CC3)C(=O)C2=O)cc1
-3.2% | O=C(COc1ccccc1)Nc1nnc(SCc2cc(=O)n3cc(Cl)ccc3n2)s1
0.0% | O=C(COc1ccc(Cl)cc1)NCCc1csc(-c2cccc(F)c2)n1
0.4% | CCOc1ccccc1CNC(=O)C1CCN(c2nnc(C)c3c(C)n(-c4ccc(C)cc4)nc23)CC1
4.2% | O=C(CSc1nc2c([nH]c3ccccc32)c(=O)n1-c1ccccc1)Nc1ccccc1C(F)(F)F
4.4% | Cc1cccc(NC(=O)CSc2ncc3c(n2)-c2ccccc2N(Cc2ccc(F)cc2)S3(=O)=O)c1C
-1.6% | COc1ccc(CNc2n[nH]c(-c3ccco3)n2)cc1OC
1.2% | CCS(=O)(=O)N1CC(=O)N(c2ccc(Cl)cc2)C(C)(C(=O)NC2CCCCCC2)C1 (stereo not drawn)
1.4% | O=C(NC1CC(=O)N(c2ccccc2)C1)C1CCCC1 (stereo not drawn)
-0.2% | COc1ccc(S(=O)(=O)N2CCN(Cc3ccc4c(c3)OCO4)CC2)cc1C
0.8% | Cc1ccc(CNC(=O)c2cnc3c(-c4ccc(F)cc4)c(C)nn3c2C)o1
0.0% | COc1ccc(Cn2ccc3nc(C)c(C(=O)NCc4ccc(C)cc4)cc3c2=O)cc1
0.8% | Cc1ccc(NC(=O)C(=O)NCC(c2cccnc2)N2CCN(C)CC2)cc1F (stereo not drawn)
0.0% | O=C(Nc1ccc(Cl)cc1)N1CCC(CN2CCCC2)CC1
-0.4% | O=C(NC1CC(=O)N(c2ccc(F)cc2)C1)C1CC1 (stereo not drawn)
0.8% | CCOC(=O)c1cc(-c2ccc(OC)c(S(=O)(=O)N3CCN(c4ccccc4)CC3)c2)on1
